# High-throughput results: PubChem BioAssay, The Scripps Research Institute Molecular Screening Center
# LYPLA1 counter – blocks human lysophospholipase 1, a PME1 counter-screen; O75608; recombinant LYPLA1, FP-Rh probe fluorescence polarization; inhibition, % at 5.9 µM; hit rate 0.16% among 320,000;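 active = inhibition above the mean of all tested compounds plus 3 SD, set per campaign, cut at about 14% in these data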;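 note: inhibitors block serine hydrolase probe labeling of LYPLA1 so polarization falls; 0% = enzyme with DMSO and 100% = wells lacking LYPLA1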
# PME-1 inh – PME-1 (human) inhibition; Q9Y570; recombinant PME-1, FP-Rh probe fluorescence polarization; inhibition, % at 5.9 µM; hit rate 0.53% among 320,000; AID 2130;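 active = inhibition above the campaign mean of all compounds plus 3 SD, cut at about 26% in these data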;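 note: competitive labeling of PME-1 active site by serine hydrolase directed probe; 0% = PME-1 with DMSO and 100% = wells lacking PME-1 enzyme; inhibitors block probe labeling so polarization falls and inhibition rises; many of its hits are not listed in these tables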
# PAD4 inh – blocks human protein arginine deiminase 4; inhibition, % at 6.36 µM; recombinant PAD4, RCA probe fluorescence polarization; hit rate 0.41% among 330,000;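 active = percent inhibition above a cutoff equal to the mean of all tested compounds plus 3 SD, cut at about 15% in these data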;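 note: 0% = PAD4 with RCA probe and DMSO and 100% = probe without PAD4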
# Target sequence (Q9UM07 whole entry, looked up): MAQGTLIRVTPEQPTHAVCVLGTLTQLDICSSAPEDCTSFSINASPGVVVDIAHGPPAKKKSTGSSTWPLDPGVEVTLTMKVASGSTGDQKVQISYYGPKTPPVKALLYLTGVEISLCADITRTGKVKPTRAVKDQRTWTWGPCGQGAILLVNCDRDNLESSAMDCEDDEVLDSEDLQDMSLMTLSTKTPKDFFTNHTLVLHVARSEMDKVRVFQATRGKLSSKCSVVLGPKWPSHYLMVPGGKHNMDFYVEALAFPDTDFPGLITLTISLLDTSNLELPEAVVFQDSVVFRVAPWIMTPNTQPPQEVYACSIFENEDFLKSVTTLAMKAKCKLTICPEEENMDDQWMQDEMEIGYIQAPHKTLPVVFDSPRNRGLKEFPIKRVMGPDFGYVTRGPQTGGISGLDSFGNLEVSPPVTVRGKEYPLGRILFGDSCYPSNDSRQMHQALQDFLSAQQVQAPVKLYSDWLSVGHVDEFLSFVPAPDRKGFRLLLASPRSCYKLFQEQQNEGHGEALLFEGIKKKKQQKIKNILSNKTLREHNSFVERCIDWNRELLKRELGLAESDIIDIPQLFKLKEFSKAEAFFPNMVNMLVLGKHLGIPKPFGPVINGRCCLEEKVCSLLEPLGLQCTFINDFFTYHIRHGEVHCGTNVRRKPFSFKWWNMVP
# pPAFAH FP inh – inhibitors of human plasma PAF acetylhydrolase (pPAFAH) | recombinant pPAFAH, FP-rhodamine probe fluorescence polarization | inhibition, % at 3.39 µM | hit rate 1.5% among 330,000;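 active = inhibition above the mean inhibition across the screen plus 3 SD, cut at about 25% in these data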;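 note: inhibitors block binding of the rhodamine activity-based probe so polarization drops; 0% = enzyme with DMSO and 100% = wells lacking pPAFAH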
# Fam108B inh – counter-screen for RBBP9 inhibitors: inhibitors of mouse Fam108B; recombinant Fam108B, FP-Rh probe fluorescence polarization; inhibition, % at 9.51 µM; hit rate 0.33% among 300,000;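 active = inhibition above the screen mean inhibition plus 3 SD, computed separately per campaign, cut at about 18% in these data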;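 note: inhibitors lower polarization as less probe binds the enzyme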
# PAFAH1B3 FP inh – inhibitors of human PAFAH1B3 | inhibition, % at 3.39 µM | hit rate 0.28% among 340,000 | Q15102 | recombinant PAFAH1B3, FP-rhodamine probe, fluorescence polarization;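 active = inhibition above the screen-wide average of all tested compounds plus 3 SD, cut at about 25% in these data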;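 note: 0% = enzyme with DMSO only and 100% = wells lacking PAFAH1B3 protein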
# PAFAH2 FP inh – inhibitors of human PAFAH2; recombinant PAFAH2, FP-rhodamine activity probe, fluorescence polarization; inhibition, % at 3.39 µM; hit rate 0.99% among 340,000; AID 492956;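 active = inhibition above the mean over all tested compounds plus 3 SD, cut at about 30% in these data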;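 note: inhibitors block probe labeling of enzyme so polarization drops; 0% = enzyme with DMSO and 100% = wells lacking PAFAH2 protein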
# GSTO1 inh – GSTO1 inhibition, counter-screen for RBBP9 inhibitors. P78417. recombinant GSTO1, activity-based probe fluorescence polarization. inhibition, % at 5.96 µM. hit rate 1.1% among 300,000;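 active = inhibition above the campaign mean inhibition plus 3 SD, cut at about 35% in these data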;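 note: 0% = GSTO1-1 with DMSO and 100% = wells lacking GSTO1-1 enzyme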
# Target sequence (P78417 whole entry, looked up): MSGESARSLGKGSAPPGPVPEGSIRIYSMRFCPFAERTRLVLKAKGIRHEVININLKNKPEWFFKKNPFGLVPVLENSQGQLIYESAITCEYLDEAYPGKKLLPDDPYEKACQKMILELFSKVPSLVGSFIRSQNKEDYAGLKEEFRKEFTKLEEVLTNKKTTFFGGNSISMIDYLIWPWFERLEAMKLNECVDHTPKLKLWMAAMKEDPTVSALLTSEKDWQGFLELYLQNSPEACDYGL
# PAFAH1B2 FP inh – inhibitors of human PAFAH1B2; P68402; recombinant PAFAH1B2, FP-rhodamine activity probe, fluorescence polarization; inhibition, % at 3.39 µM; hit rate 1.2% among 340,000; AID 492953;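 active = inhibition above the mean of all tested compounds plus 3 SD, cut at about 24% in these data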;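 note: 0% = enzyme with DMSO and 100% = wells lacking PAFAH1B2; many of its hits are not listed in these tables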
# * marks the source's active call; other numbers are inactive results; . = not tested or not shown.
canonical_smiles	PAFAH1B3 FP inh	PME-1 inh	LYPLA1 counter	pPAFAH FP inh	PAD4 inh	PAFAH1B2 FP inh	Fam108B inh	GSTO1 inh	PAFAH2 FP inh
CCn1cc(CN2CCN(Cc3cccc(OC)c3)C(CCO)C2)c(C)n1 (centres undefined)	3	4	0	0	0	2	3	3	0
COC(=O)COc1cccc(NC(=O)c2ccc(Cl)cc2)c1	8	2	-2	3	-4	6	0	-1	2
CSc1ccccc1NC(=O)c1cc(-c2ccco2)on1	-4	-1	-4	14	-4	-1	1	1	-1
CCN(CC)C(=O)c1nc[nH]c1C(=O)N(CC)CC	3	-2	3	2	-5	1	.	.	-3
COc1ccccc1NC(=O)CSc1nnc2ccc(-c3ccccn3)nn12	6	8	-1	3	-2	9	3	-2	0
COC(=O)c1ccc(CO/N=C/c2ccc(OC)cc2)o1	3	1	1	2	-3	0	-3	11	-7
O=c1[nH]ncn1-c1ccccc1	12	-3	-3	-2	-4	2	-2	0	-1
Cc1[nH]c2ccccc2c1C(=O)COC(=O)c1c(-c2ccccc2Cl)noc1C	0	-15	-18	-2	0	1	-11	-9	-7
CCCNC(=S)Nc1ccc(Oc2ccccc2)cc1	14	2	-2	2	1	2	-4	-2	14
CCCNS(=O)(=O)c1ccc(CCC(=O)NCc2cccnc2)cc1	4	-2	-3	8	3	1	0	6	-7
Cc1cc(C)cc(Nc2c(F)c(F)c(F)c(F)c2C(=O)O)c1	.	-3	-1	9	-1	.	2	7	.
COC(=O)c1cc(-c2ccc(S(=O)(=O)N3CCCCC3)cc2)c(C(F)(F)F)s1	18	-2	-1	0	0	-1	8	-7	-7
O=C(/C=C\c1ccco1)Nc1nc(-c2ccccc2)cs1	-4	0	1	-5	-5	4	3	-12	-7
CCOC(=O)c1c(NC(=O)CSc2c[nH]c3ccccc23)sc2c1CCC2	-2	-5	-4	8	-1	1	-5	2	-4
O=C(CN1CCCCC1)N=Nc1c(O)[nH]c2ccccc12	7	3	-2	8	-4	3	1	9	7
COc1cccc(N=Cc2c(O)n(-c3cccc(C)n3)c(=O)c3ccccc23)c1	0	7	-3	4	-1	2	0	8	5
CCCc1cc(C(=O)Nc2ccc(F)c(Cl)c2)no1	-5	1	-5	3	-6	5	1	4	0
COc1cccc(CC2(CO)CCCN(Cc3ccc(C)s3)C2)c1 (centres undefined)	3	3	4	-2	-3	-1	-3	5	-2
CCCCN(CCCC)CCNC(=O)c1cn(CC)c2ccc(S(=O)(=O)N(C)C3CCCCC3)cc2c1=O	6	82*	-1	5	1	5	1	2	4
CN(CC(=O)Nc1cccc(C(F)(F)F)c1)Cc1ccccc1	9	7	0	1	-4	9	2	1	9
COc1ccc(-c2nnc(SCC(=O)O)n2Cc2ccccc2)cc1	0	-2	-6	-3	5	3	-2	7	4
Cc1ccc2c(c1C)OC(=O)CC2c1ccccc1 (centres undefined)	11	0	-2	-2	2	5	2	-3	4
Nc1nonc1-n1nnc(C(=O)N/N=C/c2ccoc2)c1-c1ccccc1	2	-1	-1	6	-2	-5	0	-4	-10
COC(=O)c1cc(S(=O)(=O)Nc2cccc(OC)c2)cn1C	0	2	2	3	-2	5	4	-3	-1
CC(C)(C)c1ccc(OCC(=O)NNC(=O)Cc2cccs2)cc1	1	5	1	6	3	26*	-3	-4	6
Cc1cc(=O)[nH]c(N/N=C/c2ccc(-c3ccc([N+](=O)[O-])cc3)o2)n1	5	-3	-1	4	0	6	1	-1	8
Cc1cccc(C)c1NC(=O)CSc1nnc(NC(=O)C2CC2)s1	6	-4	-1	8	-1	0	-1	4	1
CC(C)(C)OC(=O)C[C@H]1C/C=C\C[C@H](CC(=O)N[C@H](CO)Cc2ccccc2)C(=O)N2CCC[C@@H]2COC1=O	8	.	.	-6	-1	3	.	.	-7
COCCN1Cc2cccc(C(=O)Nc3ccc(S(=O)(=O)N4CCCCC4)cc3)c2C1=O	-3	-2	-5	6	3	-4	-3	5	-8
Cc1cc(NC(=O)Cn2nc(-c3cccs3)ccc2=O)cc(C)c1Br	9	-5	-9	-2	-1	6	-2	-2	-10
COC(=O)C1C2CCC(C2)C1C(=O)OCC(=O)c1ccccc1 (centres undefined)	7	4	3	3	1	8	0	-1	9
CCN1C(=NCCCCO)N[C@@H](c2cccc(F)c2)C(C(=O)OC)=C1C	-12	5	1	-3	-1	-3	-2	-4	-6
Cc1c(S(=O)(=O)N2CCCC(C)C2)c(=O)n(C)c(=O)n1C (centres undefined)	-3	-3	2	6	-2	-2	1	2	6
CN(C)c1ccc(/C=N/NC(=O)CCc2c[nH]c3ccccc23)cc1	3	0	-4	4	5	2	-2	-5	1
CCC(=O)NC1(C(F)(F)F)C(=O)Nc2c1c(=O)n(C)c(=O)n2C (centres undefined)	3	1	1	5	0	2	6	0	-2
CC1=C(C(=O)OCc2ccccc2)C(c2cccc(F)c2)NC(=O)N1 (centres undefined)	5	1	3	-3	-4	3	3	-33	15
Cc1ccc(-c2noc(CSc3nnnn3-c3ccccc3)n2)cc1	-1	2	-6	4	-2	5	-4	30	4
O=C(OCc1cccc([N+](=O)[O-])c1)c1ccncc1	8	-2	-4	3	-3	3	0	8	-17
Cc1cccc(C(=O)n2cnnc2N)c1	1	0	0	-1	4	0	-3	4	1
CC/C(=N\NC(=O)COc1ccc(Br)cc1)c1ccc(OC)c(OC)c1	2	-10	0	4	2	6	-1	8	9
O=C(/C=C/c1cccc([N+](=O)[O-])c1)NCCSCc1ccc(Cl)cc1Cl	1	-21	-19	6	-1	8	-5	1	-3
Cc1ccc(Cn2c(C(CO)Nc3nc(-c4ccc(F)cc4)cs3)nc3ccccc32)cc1 (centres undefined)	-5	0	-4	6	-2	3	2	2	4
Cc1nc(-c2ccncc2)sc1C(=O)Nc1ccc(Cl)cc1	-3	-6	-5	1	3	4	1	0	0
Cn1c(N)c(C(=O)COC(=O)C2CC(=O)N(Cc3ccccc3)C2)c(=O)n(C)c1=O (centres undefined)	7	7	7	2	7	3	2	7	-4
CCN1CCN(c2ccc(NC(=O)c3cc(S(=O)(=O)N4CCCC4)ccc3Cl)cc2)CC1	-4	-19	-9	-2	-10	-7	.	.	-13
Brc1cccc(-c2cnc3n2CCCCC3)c1	7	3	-2	2	-3	2	-3	-10	0
Clc1ccc(-c2cnn3c(-c4ccncc4)ccnc23)cc1	4	-2	-8	0	-1	-5	3	2	10
Cc1ncc(CO)c2c1Oc1nc(-c3ccccc3)nc(SCC(=O)N3CCOCC3)c1C2	3	-7	0	-2	-2	2	2	12	0
Cn1c(Cc2cccs2)nnc1SCC(=O)Nc1ccc(F)cc1F	1	1	1	-2	-1	1	-2	9	3
CCn1c(-c2c[nH]c3ccccc23)n[nH]c1=S	2	1	0	3	2	-2	-2	5	0

# More structures follow.
canonical_smiles	PAFAH1B3 FP inh	PME-1 inh	LYPLA1 counter	pPAFAH FP inh	PAD4 inh	PAFAH1B2 FP inh	Fam108B inh	GSTO1 inh	PAFAH2 FP inh
CCN(CC)CCNc1cc(C)c(C#N)c2nc3ccccc3n12	-1	-7	1	12	-5	4	2	2	-6
Nc1nonc1-n1nnc(C(=O)N/N=C/c2cccc(Cl)c2)c1CSc1ccccc1	.	-1	-4	-2	3	.	-3	-2	.
CCS(=O)(=O)c1nc(S(=O)(=O)c2ccc(Cl)cc2)c(NCCCN2CCCC2=O)s1	11	-1	1	0	-4	0	1	-2	5
O=c1c2ccccc2ncn1CCOCCOc1ccc([N+](=O)[O-])cc1	6	-6	-3	4	5	7	-3	7	9
COc1ccc(CCN(C)C(=O)c2c(C)nn(CC(C)C)c2Cl)cc1OC	3	-1	-1	-1	-5	7	-1	1	2
CCN(CC)c1ccc(N2C(=O)/C(=C\c3cccs3)SC2=S)cc1	2	4	2	-2	-8	-3	-6	-5	-3
Cc1c(OCc2nn[nH]n2)ccc2c3c(c(=O)oc12)CCC(C)C3 (centres undefined)	10	0	-3	3	1	4	1	-13	7
CCOC(CCn1c(SCc2cccc([N+](=O)[O-])c2)nc2ccccc2c1=O)OCC	1	-1	-2	10	3	4	2	-1	-9
CC1CCN(C(=O)CSc2nnc(-c3cccnc3)o2)CC1	-4	0	-1	-5	5	-2	5	5	1
Cc1ccc(-n2nc3c(c2NC(=O)CC(C)C)CS(=O)C3)cc1 (centres undefined)	6	7	0	4	-3	6	-2	2	6
COc1ccccc1C1CCCN1Cc1nc(-c2ccc(C)s2)oc1C (centres undefined)	9	-1	-4	6	5	0	-3	-1	1
CC(=O)Nc1ccc(NC(=O)CCn2nnc3ccccc32)cc1	1	-1	6	0	-1	2	-1	3	2
O=C(N/N=C/c1cc2ccccc2nc1Cl)/C(=C/c1cccs1)NC(=O)c1ccccc1	-32	-60	-47	-44	-21	-14	-36	-7	-30
Cc1cccc([C@H]2[C@@H]3C=CCC[C@@H]3C(=O)N2Cc2ccccc2)c1	0	.	.	3	3	6	.	.	0
COCCCNC(=O)c1ccc(N(C)S(C)(=O)=O)cc1	13	-6	1	3	1	1	-1	6	8
CN(CCCN1CCOCC1)Cc1nc(-c2ccccc2)no1	5	-4	-3	3	3	4	-5	1	-1
COc1ccc(C2C3CCCCC3(O)CCN2C(=O)c2cccs2)cc1 (centres undefined)	12	1	-4	-2	-1	-1	5	2	4
Cc1cc(C)n2nc(S(=O)(=O)NC(C)(C)C)nc2n1	5	-1	0	-10	-8	1	2	5	-2
O=C(COC(=O)/C=C/c1ccc(Cl)cc1)NC1CC1	6	.	.	6	-4	-2	.	.	52*
CC(=O)c1ccc(S(=O)(=O)Nc2cc3c(cc2C(C)=O)OCO3)cc1	14	-6	-1	-4	-10	-1	-3	5	8
O=C(COC(=O)Cc1ccc(Br)cc1)NCC1CCCCC1	1	3	1	31*	-7	9	-5	-3	5
Cc1c(Br)cnn1C(C)C(=O)N1CCN(c2ccccc2F)CC1 (centres undefined)	10	-1	4	5	2	1	.	.	1
CC(=O)N(Cc1c(C#N)c2ccccc2n1C)c1ccccc1	-3	5	0	1	3	1	3	5	-3
CN1CCc2c(c3ccccc3n2C)C1	-3	-4	-2	-1	0	5	5	3	-3
Cc1ccc(CNC(=O)COC(=O)c2ccc(S(=O)(=O)NCc3ccco3)cc2)cc1	5	-1	1	5	-3	5	.	.	4
CCCCN(CC)Cc1ccc(CNC(=S)Nc2ccccc2F)o1	2	0	1	0	-3	7	0	-3	7
CCCCn1c(NC(=O)CC)c(C#N)c2nc3ccccc3nc21	-6	2	-1	1	-4	8	-3	8	-10
COCCSc1ccccc1C(=O)Nc1nccs1	11	0	2	3	-1	4	-4	2	6
CCC1=NN(C(=O)c2ccc(C)cc2)C(O)(c2ccc(Br)cc2)C1 (centres undefined)	4	-2	-5	13	3	5	12	7	-3
CC(C)C1CC(CCNCc2ccc3c(c2)OCO3)(c2ccccc2)CCO1 (centres undefined)	-2	5	4	3	4	6	3	7	-2

# Not all compounds are listed; count on the stated rates, not on these rows.
